PAFAH2 inh – PAFAH2 enzyme inhibitors, primary screen, biochemical, fluorescence polarization, human; Platelet-activating factor acetylhydrolase 2, cytoplasmic (Homo sapiens), Q99487; recombinant PAFAH2, FP-rhodamine activity probe; inhibition, % at 3.39 µM; actives 0.99% (n = 340,000);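 active = inhibition above the mean over all tested compounds plus 3 SD, cut at about 30% in these data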;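 note: inhibitors block probe labeling of enzyme so polarization drops; 0% = enzyme with DMSO and 100% = wells lacking PAFAH2 protein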
ZTA counter – blocks Epstein-Barr virus ZTA, an EBNA-1 counter-screen; actives 0.15% (n = 320,000); inhibition, % at 11 µM; ZTA-DNA binding, fluorescence polarization; AID 2234; in the data active = inhibition above about 33%
PAFAH1B3 inh – PAFAH1B3 enzyme inhibitors, primary screen, biochemical, fluorescence polarization, human. inhibition, % at 3.39 µM. AID 492972, 2010. Platelet-activating factor acetylhydrolase IB subunit alpha1 (Homo sapiens), Q15102. recombinant PAFAH1B3, FP-rhodamine probe. actives 0.28% (n = 340,000);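 active = inhibition above the screen-wide average of all tested compounds plus 3 SD, cut at about 25% in these data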;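 note: 0% = enzyme with DMSO only and 100% = wells lacking PAFAH1B3 protein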
EBNA-1 inh – EBNA-1 DNA-binding inhibitors, primary screen, biochemical, fluorescence polarization; inhibition, % at 14.8 µM; actives 0.34% (n = 300,000); in the data active = inhibition above about 28%
PAD4 FP inh – human PAD4 inhibitors, primary screen, biochemical, fluorescence polarization, 1536-well format. recombinant PAD4, RCA probe fluorescence polarization. inhibition, % at 6.36 µM. actives 0.41% (n = 330,000);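 active = percent inhibition above a cutoff equal to the mean of all tested compounds plus 3 SD, cut at about 15% in these data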;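 note: 0% = PAD4 with RCA probe and DMSO and 100% = probe without PAD4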
PREPL inh – PREPL enzyme inhibitors, primary screen, biochemical, fluorescence polarization | inhibition, % at 5.96 µM | Prolyl endopeptidase-like (Homo sapiens), Q4J6C6 | actives 0.68% (n = 320,000) | recombinant PREPL, fluorescence polarization activity-based probe; in the data active = inhibition above about 43%;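 note: 0% = enzyme with DMSO and 100% = wells lacking enzyme; many of its hits are not listed in these tables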
Target sequence (Q4J6C6 whole entry, looked up): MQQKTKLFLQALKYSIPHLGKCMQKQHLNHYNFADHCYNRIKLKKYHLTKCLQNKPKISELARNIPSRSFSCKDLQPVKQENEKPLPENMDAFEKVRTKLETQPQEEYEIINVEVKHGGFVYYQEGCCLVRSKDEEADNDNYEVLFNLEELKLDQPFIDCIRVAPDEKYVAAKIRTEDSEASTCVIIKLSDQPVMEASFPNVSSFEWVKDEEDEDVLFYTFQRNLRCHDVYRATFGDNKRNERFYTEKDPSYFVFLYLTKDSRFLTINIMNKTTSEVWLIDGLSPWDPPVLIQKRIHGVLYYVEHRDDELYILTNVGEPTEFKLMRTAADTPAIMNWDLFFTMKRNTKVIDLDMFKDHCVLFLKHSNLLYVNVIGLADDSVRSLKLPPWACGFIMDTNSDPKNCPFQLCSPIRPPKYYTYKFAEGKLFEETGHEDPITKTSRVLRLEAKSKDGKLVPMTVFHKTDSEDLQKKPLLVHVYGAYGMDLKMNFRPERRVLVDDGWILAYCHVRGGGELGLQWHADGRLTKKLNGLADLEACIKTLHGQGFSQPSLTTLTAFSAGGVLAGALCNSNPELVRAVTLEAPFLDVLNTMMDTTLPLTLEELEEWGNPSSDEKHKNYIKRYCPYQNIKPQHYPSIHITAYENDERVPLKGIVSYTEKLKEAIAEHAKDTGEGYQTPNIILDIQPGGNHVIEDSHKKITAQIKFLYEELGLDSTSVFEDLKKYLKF
LYPLA2 inh – LYPLA2 inhibitors, primary screen, counter-screen for PME1 inhibitor project, biochemical, fluorescence polarization, FP-Rh probe ABPP; AID 2177, 2009; Acyl-protein thioesterase 2 (Homo sapiens), O95372; recombinant LYPLA2; inhibition, % at 5.9 µM; actives 0.38% (n = 320,000);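 active = inhibition above the screen-wide mean plus 3 SD, limit set per campaign, cut at about 26% in these data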;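 note: 0% = LYPLA2 with DMSO and 100% = wells lacking LYPLA2 enzyme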
LYPLA1 counter – LYPLA1 inhibitors, primary screen, counter-screen for PME1 inhibitor project, biochemical, fluorescence polarization, FP-Rh probe ABPP; inhibition, % at 5.9 µM; recombinant LYPLA1; AID 2174, 2009; actives 0.16% (n = 320,000); Acyl-protein thioesterase 1 (Homo sapiens), O75608;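 active = inhibition above the mean of all tested compounds plus 3 SD, set per campaign, cut at about 14% in these data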;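 note: inhibitors block serine hydrolase probe labeling of LYPLA1 so polarization falls; 0% = enzyme with DMSO and 100% = wells lacking LYPLA1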
GSTO1 counter – inhibitors of recombinant GSTO1, primary screen, counter-screen for RBBP9 inhibitor project, biochemical, fluorescence polarization. activity-based probe fluorescence polarization. inhibition, % at 5.96 µM. actives 1.1% (n = 300,000). AID 1974, 2009;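 active = inhibition above the campaign mean inhibition plus 3 SD, cut at about 35% in these data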;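 note: 0% = GSTO1-1 with DMSO and 100% = wells lacking GSTO1-1 enzyme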
Target sequence (P78417 whole entry, looked up): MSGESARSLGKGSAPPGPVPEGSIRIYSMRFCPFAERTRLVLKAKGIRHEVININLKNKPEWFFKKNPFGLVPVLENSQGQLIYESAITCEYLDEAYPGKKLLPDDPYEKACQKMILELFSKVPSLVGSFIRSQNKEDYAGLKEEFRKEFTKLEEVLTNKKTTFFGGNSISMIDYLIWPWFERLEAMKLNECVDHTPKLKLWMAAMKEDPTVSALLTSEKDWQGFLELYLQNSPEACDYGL
An asterisk follows results filed as active; . = no result given; & = joins results of further samples. These rows are one share of the data; rates above refer to the full screens.

SMILES	PAFAH2 inh	ZTA counter	PAFAH1B3 inh	EBNA-1 inh	PAD4 FP inh	PREPL inh	LYPLA2 inh	LYPLA1 counter	GSTO1 counter
CCSCCNC(=O)c1cncc(Br)c1	-17	5	-2	8	-1	-2	-1	3	-3
COc1ccccc1CCC(=O)Nc1cccc(S(=O)(=O)N2CCCCCC2)c1	1	1	1	2	-1	2	-9	-6	-7
CCC(=O)Nc1cc(-c2nc3ncccc3o2)ccc1Cl	-4	0	6	11	1	17	9	-2	-3
CCOC(=O)c1c(CN(CC)CC)oc2ccc(OC)cc12	8	-4	-2	3	-5	8	-4	0	4
O=C(N/N=C/c1cccc([N+](=O)[O-])c1)c1cc2c(ccc3ccccc32)o1	-1	4	-2	20	4	2	0	0	6
COCc1c(C(=O)N/N=C/c2ccc(C)o2)nnn1-c1nonc1N	-2	-4	7	-11	1	-1	0	0	-1
O=C(CCN1C(=O)c2ccccc2C1=O)C1=NN[C@@H]2C(=O)N(c3ccc4c(c3)OCCO4)C(=O)[C@H]12	.	-1	.	-1	-1	-2	0	-3	-2
Cc1ccc(N2C(=O)C3C=NNC3C2=O)cc1 (configuration not stated)	-5	-2	7	-16	-5	4	3	-2	1
CC(C)(Oc1ccc(Cl)cc1)C(=O)NCc1ccncc1	14	15	6	4	-3	-8	7	0	6
CCCCNC(=O)CSc1nc2cc3c(cc2c(=O)n1CCC(=O)NCCc1ccc(OC)c(OC)c1)OCO3	3	12	-2	-14	1	4	-6	-4	8
COc1ccc(N(CC(=O)NC2CCCCC2)C(=O)c2ccc(C)s2)cc1OC	5	-11	-7	-2	1	17	1	2	4
CC(C)NC(=O)Nc1ccc2c(c1)CC(=O)N([C@@H](C)CO)C[C@H](C)[C@@H](CN(C)C(=O)NC1CCCCC1)O2	10	.	1	.	0	7	.	.	.
O=C(CCc1nnc(CCCCc2ccccc2)o1)N1CCCCC1CCO (configuration not stated)	0	-19	3	-6	3	14	1	2	0
O=C1C(Cl)=C(Nc2ccccc2O)C(=O)N1CCc1ccccc1	44*	-4	-14	6	-13	9	1	-5	20
Cc1ccc(/C=C/C(=O)Nc2nccs2)o1	3	-9	0	-3	-6	7	-2	-2	2
O=C(OC1CCOC1=O)C1CCN(S(=O)(=O)c2c(Cl)cccc2Cl)CC1 (configuration not stated)	8	-2	4	-9	-2	-7	0	-1	14
CC(=O)Nc1ccc(NC(=O)CSc2nc3ccccc3nc2N2CCCCC2)cc1	-4	-1	3	-10	-2	-14	-3	-5	3
CCOC(=O)CNc1c(N2CCN(c3ccccn3)CC2)c(=O)c1=O	4	20	7	-5	0	7	1	1	-3
COc1cccc(NC(=O)CSc2nnc(-c3ccoc3C)n2-c2ccccc2)c1	.	1	.	-9	-5	3	-1	1	0
O=C(CSc1ccc(-c2cccnc2)nn1)N1CCCCCC1	4	9	5	0	-5	3	3	-4	5
CN(c1ccc(OCC(=O)Nc2nc3ccccc3s2)cc1)S(=O)(=O)c1ccccc1	-30	12	-14	47*	0	-25	-34	-25	-9
COc1ccc(C(=O)NC2CCN(CC(=O)NCc3ccccc3F)CC2)cc1	6	12	6	-2	1	-5	2	-4	5
CCOC(=O)CSc1nc2cc3c(cc2cc1CC)OCCO3	-8	-26	9	6	-5	4	4	-1	1
NSc1nc(N)c2nc(-c3ccccc3)c(-c3ccccc3)nc2n1	2	5	1	-14	-1	9	-3	0	-31
Nc1cc(=O)nc(SCC(=O)NC2CCCCC2)n1-c1ccccc1	3	10	0	12	0	6	-4	1	0
CN(C(=O)c1cccc(S(=O)(=O)N2CCOCC2)c1)c1c(N)n(Cc2ccccc2)c(=O)[nH]c1=O	-4	0	-5	.	4	7	-3	2	.
Cc1cc(C(=O)OCC(=O)NC2CCS(=O)(=O)C2)c2ccccc2n1 (configuration not stated)	1	4	10	11	-2	1	1	-2	3
COc1cc(/C=N\Nc2cc(=O)n(C)c(=O)n2C)ccc1O	-7	8	9	3	2	5	9	-3	4
CCOC(=O)COc1ccc(C(=O)Nc2cccc(Cl)c2C)cc1	7	-3	-3	-5	5	9	-5	-4	0
COc1ccc2c(c1)CC[C@@H]1[C@@H]2CC[C@]2(C)[C@@H](C(C)=O)C[C@@H]12	-5	8	13	3	-1	-3	-5	0	5
CC(Oc1ccc(F)cc1)C(=O)N1CCN(c2ncccn2)CC1 (configuration not stated)	-4	-12	0	5	4	5	-5	-5	7
CSCCC(NC(=O)COc1ccccc1)C(=O)N1CC(C)CC(C)C1 (configuration not stated)	1	1	7	.	-2	0	0	3	.
Cc1ccc(CN(C)C(=O)CCNS(=O)(=O)c2ccccc2)o1	6	-14	5	.	-1	7	-4	-5	.
Cc1ccc(CNC(=O)c2ccc(C)s2)cc1	2	-5	-1	-17	-3	-1	1	2	3
COCCCN(C(=S)Nc1ccc(C)cc1Cl)C(C)c1ccncc1 (configuration not stated)	3	7	5	1	7	-3	2	-1	1
CC12CCC(C(=O)Nc3ccccc3Br)(C/C1=N\O)C2(C)C (configuration not stated)	2	-13	-1	-11	-1	6	5	-2	-4
O=C(NCCCCCNC(=O)c1ccccn1)c1ccccn1	-8	-12	5	-13	-2	-7	6	2	13
CC1CC(C)CN(C(=O)C2CC(=O)N(c3ccc4c(c3)OCCO4)C2)C1 (configuration not stated)	5	23	7	.	-2	3	-1	-2	.
Cc1nn(C)cc1/C=C(/C#N)C(N)=O	-2	3	5	1	-2	5	-2	1	0
CCn1cnc2sc(C(=O)N(Cc3ccc(N(C)C)cc3)Cc3ccco3)c(C)c2c1=O	8	15	11	2	-4	7	-4	0	-1
COC(=O)c1ccc(OCC2c3cc(OC)c(OC)cc3CCN2C(C)=O)cc1 (configuration not stated)	-8	11	5	12	-2	1	10	4	2
CCN(CC)CCCNC(=O)CCn1nc(-c2ccc(Cl)cc2)ccc1=O	-6	-13	1	-5	3	-9	1	-4	2
Cc1ccccc1C(=O)NCC(=O)OC(C)C(=O)Nc1cccc(S(=O)(=O)N2CCOCC2)c1 (configuration not stated)	2	-1	3	-9	3	5	8	3	3
O=C(N/C(=C/c1ccc(Br)cc1)C(=O)N1CCCC1=O)c1ccco1	-4	-9	-1	-5	-1	-4	8	5	-2
O=c1cc(CSc2ccccn2)nc(N2CCN(c3ccccc3)CC2)[nH]1	-7	12	0	7	-2	6	-1	-2	-1
CC1Cc2cc(S(=O)(=O)N3CCC(C(=O)Nc4ccccn4)CC3)ccc2N1C(=O)C1CCC1 (configuration not stated)	7	-19	4	-5	-6	3	-1	5	5
O=C(OCc1ccc(Cl)cc1Cl)c1cccnc1Cl	5	9	5	0	1	4	-5	-3	1
O=C(C[n+]1ccccc1)Nc1c(Cl)cc(Cl)cc1Cl	.	-4	.	-10	-7	-12	-7	0	6
O=C(O)CN1C(=O)/C(=C\c2cccc(OCc3ccccc3)c2)SC1=S	1	-7	3	0	1	-15	6	1	40*
Cc1ccc(O)c(NC(=O)c2cc(-c3ccc(F)cc3)on2)c1	-6	9	8	3	-2	-7	1	0	2
COc1ccc2nc(C)cc(Nc3ccc(N4CCN(C)CC4)cc3)c2c1	-2	4	4	-1	-1	14	4	1	0
CCN1C(=O)C(CC(=O)Nc2ccc(OC)cc2)N(CCc2ccccc2)C1=S (configuration not stated)	3	-10	-1	6	-1	19	5	0	4
CN(CC(O)CN1CCOCC1)S(=O)(=O)O (configuration not stated)	-1	-1&11	2	7&10	1&1	-2&0	2&1	0&6	-1&3
CC(C)(C)OC(=O)COc1cc(F)ccc1[N+](=O)[O-]	12	13	1	6	2	0	0	-2	7
Cc1ccnc(SCC(=O)c2cccc([N+](=O)[O-])c2)n1	1	-6	11	-6	-5	-5	-13	-6	2
COc1cc(OC)cc(C(=O)N(CN2CCCC2=O)c2ccccc2OC)c1	-3	-15	7	-7	1	3	-6	2	2
O=c1c2ccccc2nc(COc2ccccc2)n1/N=C/c1ccc(O)c(O)c1	30*	-24	11	7	3	27	-6	-10	53*
N#Cc1c(C(F)(F)F)cc(-c2ccco2)nc1SCc1ccccn1	0	-8	-7	4	-9	10	-8	-2	-2
CC(C)C12CN3CC(C(C)C)(CN(C1)C3c1ccccc1)C2O (configuration not stated)	2	18	-4	1	-5	2	-5	-4	5

Single records (already shown):
Shown for CCN1C(=O)C(CC(=O)Nc2ccc(OC)cc2)N(CCc2ccccc2)C1=S (configuration not stated) : PAFAH2 inh = 3; ZTA counter = -10; PAFAH1B3 inh = -1; EBNA-1 inh = 6; PAD4 FP inh = -1; PREPL inh = 19; LYPLA2 inh = 5; LYPLA1 counter = 0; GSTO1 counter = 4
Shown for O=C(C[n+]1ccccc1)Nc1c(Cl)cc(Cl)cc1Cl : PAFAH2 inh = .; ZTA counter = -4; PAFAH1B3 inh = .; EBNA-1 inh = -10; PAD4 FP inh = -7; PREPL inh = -12; LYPLA2 inh = -7; LYPLA1 counter = 0; GSTO1 counter = 6

Ten structures out of the list, arranged by number of heavy atoms, rising:
SMILES	PAFAH2 inh	ZTA counter	PAFAH1B3 inh	EBNA-1 inh	PAD4 FP inh	PREPL inh	LYPLA2 inh	LYPLA1 counter	GSTO1 counter
CN(CC(O)CN1CCOCC1)S(=O)(=O)O (configuration not stated)	-1	-1&11	2	7&10	1&1	-2&0	2&1	0&6	-1&3
O=C(OCc1ccc(Cl)cc1Cl)c1cccnc1Cl	5	9	5	0	1	4	-5	-3	1
Cc1ccnc(SCC(=O)c2cccc([N+](=O)[O-])c2)n1	1	-6	11	-6	-5	-5	-13	-6	2
CC(C)C12CN3CC(C(C)C)(CN(C1)C3c1ccccc1)C2O (configuration not stated)	2	18	-4	1	-5	2	-5	-4	5
N#Cc1c(C(F)(F)F)cc(-c2ccco2)nc1SCc1ccccn1	0	-8	-7	4	-9	10	-8	-2	-2
O=C(O)CN1C(=O)/C(=C\c2cccc(OCc3ccccc3)c2)SC1=S	1	-7	3	0	1	-15	6	1	40*
COc1ccc2nc(C)cc(Nc3ccc(N4CCN(C)CC4)cc3)c2c1	-2	4	4	-1	-1	14	4	1	0
COc1cc(OC)cc(C(=O)N(CN2CCCC2=O)c2ccccc2OC)c1	-3	-15	7	-7	1	3	-6	2	2
O=c1c2ccccc2nc(COc2ccccc2)n1/N=C/c1ccc(O)c(O)c1	30*	-24	11	7	3	27	-6	-10	53*
CC1Cc2cc(S(=O)(=O)N3CCC(C(=O)Nc4ccccn4)CC3)ccc2N1C(=O)C1CCC1 (configuration not stated)	7	-19	4	-5	-6	3	-1	5	5
